SIAE primary – human SIAE inhibition, primary screen; 370,000 tested, 0.69% active; SIAE FP-Rh probe binding, fluorescence polarization; Q9HAT2; inhibition, % at 9.66 µM;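 active means inhibition above a cutoff: mean of compounds within the control limits plus 3 SD of those, cut at about 17% in these data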;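 further: 0% = plate median of compound wells and 100% = probe without SIAE protein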
MBD2 DNA inh – MBD2-methylated oligo binding inhibition; 370,000 tested, 0.31% active; TR-FRET, MBD2 binding to methylated oligonucleotide; inhibition, % at 4.4 µM; Q9UBB5; AID 686964; in the data active means inhibition above about 13%
PRMT1 inh – PRMT1 (human) inhibition, primary screen | Q99873 | recombinant PRMT1, activity-based probe fluorescence polarization | inhibition, % at 2.79 µM | 370,000 tested, 1.3% active;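 active means inhibition above about 21% made by adding two undisclosed values, limit read from the data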
GC-B act – GC-B (human) receptor activation | P20594 | HEK293-GC-B cells, CNP EC30, cGMP TR-FRET; 0% at EC30 CNP, 100% saturating CNP | activation, % at 10 µM | 370,000 tested, 0.11% active;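 active means activation at 10 µM reaching about 35% in either raw or pattern-adjusted values, limit read from the data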
HTRA1 inhibitor – HTRA1 (human) protease inhibition | Q92743 | recombinant HTRA1, FP-rhodamine activity-based probe, fluorescence polarization | inhibition, % at 5.96 µM | 340,000 tested, 0.5% active; in the data active means inhibition above about 36%;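 further: 0% = enzyme with DMSO and 100% = wells lacking enzyme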
Target sequence (Q92743 whole entry, looked up): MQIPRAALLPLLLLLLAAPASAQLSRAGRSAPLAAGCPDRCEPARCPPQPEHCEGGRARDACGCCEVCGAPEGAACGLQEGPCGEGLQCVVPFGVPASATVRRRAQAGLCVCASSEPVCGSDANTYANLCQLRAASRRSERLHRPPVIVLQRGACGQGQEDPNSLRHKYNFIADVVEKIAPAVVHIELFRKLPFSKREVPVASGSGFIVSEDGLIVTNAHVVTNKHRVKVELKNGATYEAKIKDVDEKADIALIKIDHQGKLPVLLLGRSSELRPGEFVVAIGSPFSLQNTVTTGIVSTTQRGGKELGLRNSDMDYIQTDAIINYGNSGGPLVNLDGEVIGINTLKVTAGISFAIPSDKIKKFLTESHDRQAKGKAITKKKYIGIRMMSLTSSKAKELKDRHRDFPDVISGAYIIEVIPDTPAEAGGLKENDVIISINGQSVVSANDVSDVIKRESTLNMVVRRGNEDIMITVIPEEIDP
TCR-CD3 inh – human TCR-CD3 binding inhibition; TAMRA-labeled TCR probe fluorescence, biochemical; inhibition, % at 9.4 µM; 360,000 tested, 0.37% active; AID 651800; in the data active means inhibition above about 19%;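 further: recombinant mutant TCR 2C K166C tagged with TAMRA read by polarization; 0% = receptor in buffer alone and 100% = receptor with positive control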
UHRF1 MBD2 ctr – human UHRF1 methylated DNA binding inhibitors; Q96T88; UHRF1 binding to methylated oligo, TR-FRET; inhibition, % at 4.4 µM; 370,000 tested, 0.75% active; AID 687016; in the data active means inhibition above about 21%;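 further: UHRF1 SRA domain binding a hemimethylated CpG hairpin DNA probe; 0% = median of test compound wells and 100% = reference inhibitor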
ABHD4 inh – inhibits mouse alpha/beta hydrolase domain 4. Q8VD66. AID 720543. 370,000 tested, 0.54% active. inhibition, % at 8.92 µM. purified mABHD4, FP-Rh probe fluorescence polarization;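 active means inhibition exceeding the mean over every tested compound plus 3 SD, cut at about 30% in these data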;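 further: 0% = plate median of compound wells and 100% = S159A mutant with DMSO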
Target sequence (Q8VD66 whole entry, looked up, the tested form may be a part): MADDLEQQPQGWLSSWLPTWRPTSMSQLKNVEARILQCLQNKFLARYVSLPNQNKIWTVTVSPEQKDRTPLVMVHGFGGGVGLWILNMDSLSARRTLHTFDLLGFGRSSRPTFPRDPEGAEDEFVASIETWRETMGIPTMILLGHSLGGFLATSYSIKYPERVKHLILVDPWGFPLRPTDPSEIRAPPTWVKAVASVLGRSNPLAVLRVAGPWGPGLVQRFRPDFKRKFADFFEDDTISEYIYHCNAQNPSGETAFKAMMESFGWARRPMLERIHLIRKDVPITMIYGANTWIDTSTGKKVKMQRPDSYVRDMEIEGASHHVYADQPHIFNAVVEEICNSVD
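Test system: mABHD4 protein | Buffer or medium: HEPES pH 7.0 buffer, 150 mM NaCl, 0.01% Pluronic F-127 | Probe or stimulus: FP-Rh fluorescent activity-based probe, added after compound pre-incubation | Timing: Pre-incubation 45 min, probe exposure 60 min, at 25 °C | Technique: Fluorescence polarization, excitation 525 nm, emission 598 nm, BODIPY TMR filters | Repeats: Single well per compound (singlicate)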
rCAG RNA binder – r(CAG) repeat RNA binding. TO-PRO-1 dye displacement fluorescence. inhibition, % at 3 µM. 370,000 tested, 1.3% active. AID 651821;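 active means inhibition above the plate cutoff, the mean of all test compounds on that plate plus 3 SD, cut at about 35% in these data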;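 further: 0% = DMSO alone and 100% = 100 µM mitoxantrone as full dye displacement; higher means more dye released from RNA so lower well fluorescence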
NPR1 activator – GC-A (human) enzyme activation | AID 1671463 | activation, % at 10 µM | P16066 | HEK293 GC-A cells, cGMP TR-FRET, EC30 ANP; 0% at EC30 ANP, 100% saturating ANP | 370,000 tested, 0.14% active; in the data active means activation above about 40%
Starred values were filed as active, the others as inactive; · = not tested or not shown. Some of the compounds tested (hit frequency here may not be typical).

SMILES | SIAE primary | MBD2 DNA inh | PRMT1 inh | GC-B act | HTRA1 inhibitor | TCR-CD3 inh | UHRF1 MBD2 ctr | ABHD4 inh | rCAG RNA binder | NPR1 activator
Cc1ccccc1-c1nc(SCc2cccnc2)c2c(=O)n(C)c(=O)n(C)c2n1 | 3 | 0 | -3 | 2 | 6 | 4 | 1 | 5 | -3 | 17
O=S(=O)(Nc1ccc(C(O)(C(F)(F)F)C(F)(F)F)cc1)c1cccc2ccccc12 | -53 | -8 | 1 | 1 | · | 3 | -2 | -69 | 28 | -5
Cc1c(NC(=O)CN(c2ccc(F)cc2)S(=O)(=O)c2ccccc2)c(=O)n(-c2ccccc2)n1C | 8 | 1 | 5 | 2 | 0 | -2 | 2 | -2 | -2 | 1
O=C1c2ccc([N+](=O)[O-])cc2C(=O)N1c1ccc(Cl)cn1 | 2 | -4 | 5 | -1 | 9 | -2 | 2 | 7 | 2 | 8
O=c1[nH]c(C2CCN(S(=O)(=O)c3cccc(Cl)c3)CC2)nc2c1nnn2Cc1ccccc1 | -9 | 0 | 3 | -12 | -50 | -4 | 0 | -8 | 10 | 15
CCN(Cc1nc2ccccc2c(=O)[nH]1)C(=O)CN1C(=O)NC2(CCCCC2C)C1=O (stereo unspecified) | 1 | -1 | -2 | 3 | 6 | -5 | -1 | -3 | -2 | -1
COc1ccccc1N1CCN(S(=O)(=O)c2ccc(-n3cnnn3)c(C)c2)CC1 | -3 | 2 | -2 | -5 | -1 | 4 | 4 | 2 | -1 | 2
CCOC(=O)C1=C(COC(=O)/C=C/c2cc(OC)c(OC)c(OC)c2)NC(=O)NC1C (stereo unspecified) | -1 | 4 | 3 | 9 | -4 | 0 | 1 | 6 | -7 | 9
Cc1ccc(S(N)(=O)=O)cc1 | 5 | 4 | 2 | 0 | 6 | -1 | 4 | -3 | -2 | -2
CC1(C)OC(=O)C(=CNc2cccc(O)c2)C(=O)O1 | 2 | -2 | 5 | 1 | 1 | 8 | -3 | 6 | 8 | 1
CC[C@H](C)[C@H]1CNC(=O)C(=O)N1CC1CCN(CC2CCC(C)CC2)CC1 (stereo partly specified) | -2 | 3 | -3 | 5 | 3 | 5 | -3 | 4 | 0 | 6
Cc1ccc(N(C(=O)c2csnn2)C(C(=O)NC2CCCC2)c2cccnc2)cc1 (stereo unspecified) | -1 | -1 | 2 | 1 | 6 | 0 | -1 | -2 | -1 | 1
CC1Cc2ccccc2N1C(=O)CN(C)CC(=O)Nc1cccc(F)c1 (stereo unspecified) | 0 | 4 | 2 | -3 | -4 | 3 | -1 | -5 | -2 | -2
COc1ccc(S(=O)(=O)Nc2nncs2)cc1 | 0 | 1 | 1 | 2 | 6 | 5 | 1 | 0 | 5 | 0
Cc1ccc(NC(=O)c2nc[nH]c2C(=O)N2CCN(c3ccccc3)CC2)cc1 | -2 | -6 | 0 | 1 | 0 | 1 | 0 | 1 | 1 | -4
O=C(NCCc1nnc2ccc(N3CCCC3)nn12)c1ccccc1 | 2 | 0 | 4 | -3 | 6 | -6 | 2 | -5 | -3 | 0
CO[C@H]1O[C@H](C)[C@@H](O)C[C@H]1NC(=O)OCc1ccccc1 | -3 | 0 | 0 | -2 | 7 | 6 | -2 | 26 | -2 | 2
COc1ccc(Sc2cccc3c2S(=O)(=O)N(C2CC2)C[C@@H](COCc2ccccc2)O3)cc1OC | -7 | 4 | -1 | 3 | · | 4 | -1 | -15 | 9 | 1
C[C@H](NC(=O)COc1ccccc1)C(=O)OCC(=O)c1cc2ccccc2o1 | -2 | 2 | -1 | -1 | -1 | -4 | 0 | -2 | 7 | -1
CC1Cc2ccccc2N1C(=O)CSc1nc2ccccc2s1 (stereo unspecified) | -4 | 2 | 1 | -1 | -25 | 3 | 4 | -14 | 1 | -5
CC(NC(=O)c1ccc(NC(=O)CC2SC(N3CCCC3)=NC2=O)cc1)c1ccc(F)cc1 (stereo unspecified) | -3 | -1 | -1 | -2 | 2 | 9 | -1 | -2 | 1 | -4
COc1cc(C2Sc3ccccc3NC3=C2C(=O)OC3)cc(OC)c1OC (stereo unspecified) | 1 | -7 | -2 | -15 | 0 | 2 | -2 | -2 | -3 | -36
O=C1CNC(c2ccccc2)C(c2ccccc2)N1 (stereo unspecified) | 1 | -4 | 1 | 4 | 2 | 4 | -1 | -2 | 2 | 2
Cc1cc(S(=O)(=O)N2CCOCC2)ccc1OCC(=O)Nc1ccc(F)cc1 | -3 | 3 | 0 | -3 | 0 | 1 | -2 | 0 | 2 | 1
O=C(NCC1CCCCC1)c1cc(Br)ccc1Cl | 8 | -2 | -6 | 7 | -8 | 8 | 1 | 6 | 3 | 0

Next part.
SMILES | SIAE primary | MBD2 DNA inh | PRMT1 inh | GC-B act | HTRA1 inhibitor | TCR-CD3 inh | UHRF1 MBD2 ctr | ABHD4 inh | rCAG RNA binder | NPR1 activator
COc1cc(C2N(C)CCC3(OCCO3)C2(C)C)cc(OC)c1OC (stereo unspecified) | -6 | -1 | -1 | 6 | 1 | 7 | 1 | 6 | -4 | 3
Cc1ccc(C)c(OCCn2cc(/C=C(\C#N)C(=O)NCC3CCCO3)c3ccccc32)c1 (stereo unspecified) | -13 | -3 | -1 | -17 | -57 | 4 | -5 | -12 | 4 | -33
C[C@H](CO)NC(=O)c1[nH]cnc1C(=O)Nc1cccc(Cl)c1 | -2 | 0 | -2 | 4 | 2 | 1 | -2 | -11 | 2 | 2
COc1ccccc1C(C)NC(=O)c1ccc(C)o1 (stereo unspecified) | -6 | 6 | 5 | 3 | -4 | 0 | 3 | -16 | 3 | -1
CCc1nnc(NC(=O)c2ccc(NS(=O)(=O)c3ccccc3)cc2)s1 | -4 | 7 | 2 | -4 | -5 | -7 | 1 | -20 | 21 | -7
Cc1ccc(SCC(=O)NNC(=O)CNC(=O)c2ccccc2F)cc1 | 0 | -5 | 5 | 7 | -3 | -1 | 3 | 1 | 1 | -3
COc1ccc(C(=O)COC(=O)CCCN=C2NS(=O)(=O)c3ccccc32)c(OC)c1 | 5 | 1 | 0 | -1 | -4 | -1 | -1 | -9 | 7 | 0
Cc1ccn2c(CNCCn3cccn3)c(C(=O)N3CCCCCC3)nc2c1 | 8 | 4 | 2 | 0 | -2 | -4 | 1 | 0 | -8 | 2
O=C(NCC(=O)N(c1ccc(F)cc1)C(C(=O)NCC1CCCO1)c1ccccc1)c1ccco1 (stereo unspecified) | 4 | 6 | 2 | -1 | -1 | -5 | 1 | -4 | -9 | -1
CN1CCN(C(=O)c2ccc(N(C)S(=O)(=O)c3cccs3)cc2)CC1 | 4 | 0 | -4 | -1 | 4 | -4 | 0 | 4 | -3 | 4
O=C(Cn1ccc2ccccc2c1=O)NCCC(=O)Nc1cccnc1 | -8 | 0 | -1 | -5 | 4 | 5 | 3 | -5 | 1 | 2
O=C(CSC1=NCCS1)Nc1ccc(S(=O)(=O)N2CCCCCC2)cc1 | -33 | 8 | 38* | 8 | -19 | 5 | 4 | -15 | 8 | -3
CC(C)=C(NC(=O)c1ccccc1)C(=O)Nc1ccc(C(=O)O)cc1 | 8 | 1 | 4 | -3 | 9 | -3 | 8 | 8 | -2 | 0
COc1cc(Br)c(C(C)NC(=O)c2cccc(Br)c2)cc1OC (stereo unspecified) | 0 | 3 | 4 | -3 | -8 | -1 | 12 | -2 | 5 | -11
COc1ccc(S(=O)(=O)Nc2cc3c4c(c2)CC(=O)N4CCC3)cc1OC | -4 | -7 | -5 | -1 | 2 | 0 | -3 | -3 | 9 | 0
CCC(C)c1ccc(NC(=O)COC(=O)CCNS(=O)(=O)c2cccs2)cc1 (stereo unspecified) | -11 | 2 | -3 | 1 | -4 | 1 | -1 | 1 | 4 | 2
COc1ccc(/C=N/NC(=O)c2cccc(OC(F)(F)C(F)F)c2)c(OC)c1OC | -3 | -7 | -6 | 2 | -9 | 5 | -2 | -17 | 5 | 4
COc1cc(/C=c2\s/c(=C\C(=O)C(C)(C)C)[nH]c2=O)cc(OC)c1OC | 1 | -1 | -3 | 3 | -15 | 2 | 1 | 0 | 3 | 2
CS(=O)(=O)n1nc(NCc2cccs2)nc1NCc1cccs1 | 2 | -5 | -3 | 3 | 3 | 2 | 2 | 5 | -3 | -6
CCC(C)(C)NC(=O)C(c1cccc(OC)c1OC)N(Cc1ccc(OC)cc1)C(=O)CCC(=O)Nc1cc(C)on1 (stereo unspecified) | -5 | -2 | -2 | -6 | -16 | -4 | 3 | 4 | -6 | -6
Cc1nc(-c2ccccc2)cn2c1nc1ccccc12 | 2 | 1 | 2 | 1 | -6 | -5 | -4 | 8 | 0 | 6
CCc1n[nH]c(=S)n1/N=C/c1ccc2c(c1)OCO2 | -1 | -7 | -3 | 3 | 1 | -1 | -6 | -5 | -1 | 4
CCOc1ccccc1N(CC(=O)N(C)Cc1ccccc1)S(=O)(=O)c1ccccc1 | -2 | 7 | -3 | -16 | -7 | 10 | 23* | -14 | 3 | -9
O=C1NC(=Nc2ccccc2Cl)S/C1=C\c1ccc(C(=O)O)cc1 | -7 | 0 | 1 | 4 | 5 | 5 | 0 | -4 | 1 | 9
O=C(/C=C/c1ccccc1)Nc1cc(C(=O)O)cc(C(=O)O)c1 | -3 | -1 | 1 | -1 | 8 | -2 | 4 | 10 | -1 | -5

(further entries)
SMILES | SIAE primary | MBD2 DNA inh | PRMT1 inh | GC-B act | HTRA1 inhibitor | TCR-CD3 inh | UHRF1 MBD2 ctr | ABHD4 inh | rCAG RNA binder | NPR1 activator
CCCCN1C=C(C(C)=O)C(=O)CC1 | 2 | 1 | 3 | 7 | 6 | -7 | 5 | -2 | 2 | -3
COc1ccc(/C=N\NC(=O)c2cccc(F)c2)cc1COc1ccccc1 | -56 | -6 | 0 | -1 | -58 | 3 | -3 | -41 | 8 | -14
COc1cc(/C=N/NC(=O)CCc2c(C)n[nH]c2C)ccc1O | -3 | -1 | -2 | -1 | 2 | 2 | 2 | 5 | 0 | 2
CC1CCc2c(cnc3ncnn23)C1 (stereo unspecified) | -3 | 1 | 3 | -2 | 3 | 0 | 3 | 1 | -1 | 3
CN(Cc1ccon1)C(=O)CC1C(=O)NCCN1Cc1ccc(Cl)c(F)c1 (stereo unspecified) | -11 | -1 | -1 | -7 | 4 | 0 | -6 | -3 | 5 | -1
O=C1CCc2cc(S(=O)(=O)NCCc3ccc(Cl)cc3)cc3c2N1CC3 | -4 | 7 | 6 | -5 | -3 | 2 | 6 | -14 | 1 | 4
O=C(c1ccccc1Cc1ccccc1)N1CCN(S(=O)(=O)c2ccc(F)cc2)CC1 | 4 | 2 | -4 | -1 | -21 | 3 | -3 | -11 | 2 | -5
CCOc1c(S(=O)(=O)N2CCCC2)ccc(Cl)c1Cl | 0 | -3 | -1 | 4 | -3 | 11 | -3 | 3 | -3 | 1

Record cards (already shown). Order of screens: SIAE primary, MBD2 DNA inh, PRMT1 inh, GC-B act, HTRA1 inhibitor, TCR-CD3 inh, UHRF1 MBD2 ctr, ABHD4 inh, rCAG RNA binder, NPR1 activator
`O=C(NCCc1nnc2ccc(N3CCCC3)nn12)c1ccccc1` is entered as 2, 0, 4, -3, 6, -6, 2, -5, -3, 0
`COc1cc(C2Sc3ccccc3NC3=C2C(=O)OC3)cc(OC)c1OC` (stereo unspecified) is entered as 1, -7, -2, -15, 0, 2, -2, -2, -3, -36
`CC1CCc2c(cnc3ncnn23)C1` (stereo unspecified) is entered as -3, 1, 3, -2, 3, 0, 3, 1, -1, 3
`CCc1nnc(NC(=O)c2ccc(NS(=O)(=O)c3ccccc3)cc2)s1` is entered as -4, 7, 2, -4, -5, -7, 1, -20, 21, -7
